# Bioassay records from PubChem BioAssay.
# RAD54 inh – inhibitors of human RAD54 branch migration, primary screen, biochemical, fluorescence, single point | DNA repair and recombination protein RAD54-like (Homo sapiens), Q92698 | AID 602329, 2012 | inhibition, % at 10.4 µM | 360,000 tested, 0.14% active | RAD54 Holliday junction branch migration, FAM/BHQ fluorescence;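 active means mean normalized replicate activity at least 40 and at least half of replicates scoring 40 or more; inconclusive means only one of the two criteria met; inactive means mean below 40 and under half of replicates reaching 40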;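 further: 0% = median of neutral control wells and 100% = median of positive control wells; inhibitors cause a drop in the FAM fluorescence signal; in these data hits start at about 50%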
# Target sequence (Q92698 whole entry, looked up): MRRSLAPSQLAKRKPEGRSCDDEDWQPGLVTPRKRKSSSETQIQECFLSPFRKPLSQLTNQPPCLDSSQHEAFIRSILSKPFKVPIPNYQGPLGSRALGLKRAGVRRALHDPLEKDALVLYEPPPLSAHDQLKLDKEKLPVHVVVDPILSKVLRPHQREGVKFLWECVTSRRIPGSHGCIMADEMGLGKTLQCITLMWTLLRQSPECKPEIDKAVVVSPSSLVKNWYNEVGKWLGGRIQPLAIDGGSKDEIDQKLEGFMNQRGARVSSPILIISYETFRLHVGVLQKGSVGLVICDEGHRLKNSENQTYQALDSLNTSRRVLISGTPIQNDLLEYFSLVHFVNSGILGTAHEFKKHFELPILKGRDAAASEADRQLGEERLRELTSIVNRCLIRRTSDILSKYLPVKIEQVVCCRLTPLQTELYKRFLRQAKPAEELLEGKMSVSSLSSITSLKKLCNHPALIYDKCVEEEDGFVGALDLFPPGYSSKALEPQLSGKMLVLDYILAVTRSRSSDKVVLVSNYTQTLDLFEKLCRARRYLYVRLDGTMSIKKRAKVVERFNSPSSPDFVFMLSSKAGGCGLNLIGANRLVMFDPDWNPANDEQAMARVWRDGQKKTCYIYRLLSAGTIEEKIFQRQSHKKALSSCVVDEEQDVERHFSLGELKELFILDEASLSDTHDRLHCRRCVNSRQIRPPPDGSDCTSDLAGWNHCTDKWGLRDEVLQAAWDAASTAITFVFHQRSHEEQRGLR
# esBAF inh – Bmi1 luciferase reporter increase in mESCs, primary screen, esBAF inhibitor project, mouse ES cells, Bmi1 luciferase knock-in, single point | 24 h; 100% = twice the neutral-well signal | reporter increase, % at 12.5 µM | 350,000 tested, 2% active | AID 602393, 2012; in the data active means activation above about 40%; inconclusive means no clear call, values can overlap the other calls;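 further: 0% = median of the plate's neutral control wells and 100% = double that signal; a rise in the Bmi1 reporter signal indicates esBAF inhibition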
# * hit, by the source's call; u = inconclusive. Not all compounds are listed; count on the stated rates, not on these rows.
# Second line of a record: RAD54 inh, esBAF inh
1	O=C(CCCn1c(SCC(=O)NCC2CCCO2)nc2ccccc2c1=O)NCc1ccccc1 (centres undefined)
    2, -3
2	NC(=O)CSc1oc(-c2cccs2)nc1S(=O)(=O)c1ccccc1
    -4, 7
3	c1cn(CCCNC2=NCCCCC2)cn1
    -18, -6
4	CCOC(=O)C(CO)(NC(C)=O)C(=O)OCC
    -4, -10
5	Cc1ccc(S(=O)(=O)N2CCC(n3nnc4cc(C)ccc43)CC2)cc1
    3, 9
6	c1ccc(CSc2nnc(NC3=NCCCCC3)s2)cc1
    -12, 41*
7	Cc1c(C(=O)OC(C)CCN(C)C)oc2ccccc12 (centres undefined)
    -28, 6
8	CC[C@H](C)Cc1cn([C@@H](CCCN=C(NC(=O)OC(C)(C)C)NC(=O)OC(C)(C)C)C(=O)NCCCCCCCCCCC(=O)N2CCN(C(=O)OC(C)(C)C)CC2)nn1
    -1, 2
9	O=C(c1ccc(CN2CCOCC2)cc1)N1CCC(Cc2ccccc2)CC1
    -1, 4
10	CCCn1c(SCC(=O)Nc2nnc(C)s2)nnc1-c1ccoc1C
    -3, -7
11	Cc1cc(NC(=O)CCCC(=O)O)nc(C)n1
    10, 5
12	S=c1nc(C2CC2)[nH]c2ccccc12
    -2, -6
13	COc1ccc(C2NC(=S)N(c3ccccc3)C(C)=C2C(=O)Nc2ccccc2)cc1 (centres undefined)
    -2, 19
14	Cc1ccnc(NS(=O)(=O)c2ccc(NC(=O)Cc3cccs3)cc2)n1
    -11, -6
15	COc1ccc(Br)cc1C(=O)Nc1ccc(Cc2ccncc2)cc1
    0, -1
16	CC1CCC(NC(=O)COc2ccccc2C(N)=O)CC1 (centres undefined)
    6, 3
17	CN(C)c1nc(SCCOC(=O)Nc2ccccc2)nc(N(C)C)n1
    -18, 11
18	COc1ccc2[nH]c(=O)c(CN(C(=O)COc3ccccc3)C(C)C)cc2c1
    6, -4
19	CCCCNC(=O)CCc1nc2cccnc2n1Cc1ccc(OC)cc1
    -13, 4
20	O=c1c(Cc2ccc(F)cc2)c(O)ccn1Cc1cccc(Cl)c1
    6, 7
21	Cn1c(N2CCCCC2)nc2c1c(=O)n(Cc1cccc(Br)c1)c(=O)n2C
    -9, -5
22	COc1ccc(C(=O)N2CCCC2)cc1
    -2, 1
23	CCCS(=O)(=O)c1c(S(=O)(=O)CCC)c2c(N)cccn2c1C(=O)c1ccc(Br)cc1
    -4, 0
24	Cc1ccc(OC(=O)c2ccccc2C(=O)OCC(F)(F)C(F)F)cc1
    5, 5
25	O=C(Nc1ccccc1Cl)NC1(C(=O)N2CCCC2)CCCCC1
    9, -5
26	N=C1C(c2ccccc2)=C(O)CN1c1ccccc1N1CCOCC1
    -12, 5
27	CC(=O)Nc1cccc(Oc2cc(C#N)c(C#N)cc2N2CCCCCC2)c1
    -15, 5
28	COC(=O)c1ccc(C2CC(=O)Nc3cc(OC)c(OC)c(OC)c32)cc1 (centres undefined)
    11, -9
29	CCc1nnc(NC(=O)C=C(C)C)s1
    6, 26
30	CCOC(=O)N1CCN(C(=O)CSc2cc(C)nc3c(-c4ccccc4OC)c(C)nn23)CC1
    -11, -5
31	O=C(NCc1ccc(F)cc1)c1cccc(S(=O)(=O)N2CCCC2)c1
    7, 0
32	CC(=O)Nc1ccc(NS(C)(=O)=O)cc1
    1, -7
33	COc1ccc(C(=O)NC(=S)NC(C)(C)C)cc1Br
    2, 59*
34	Cc1cc(Br)ccc1NC(=O)C1CCCO1 (centres undefined)
    4, -6
35	COc1ccc(S(=O)(=O)N(CCCN2CCOCC2)Cc2cccc3ccccc23)cc1
    3, 7
36	COc1cccc(C(=O)Cn2c(=O)n(CC3CCCO3)c(=O)c3ccccc32)c1 (centres undefined)
    -6, -1
37	O=S(=O)(N1CCCCC1)N1CCCN(S(=O)(=O)N2CCCCC2)CC1
    0, -5
38	O=C(Nc1ccc(F)cc1)c1cccc2c1C(=O)N(Cc1ccccn1)C2
    4, 13
39	CCOC(=O)c1c(C)n(-c2ccc(C)cc2)c2c(C(C(C)=O)C(=O)O)c(Br)c(O)c(O)c12 (centres undefined)
    -4, 3
40	COc1ccc(Cl)cc1C(=O)Nc1nnn(C)n1
    1, -8
41	Cc1cc(C(=O)Nc2c(C)nn(Cc3ccccc3Cl)c2C)no1
    1, 1
42	CCCN1C2CCCC1CC(NC(=O)c1ccc(F)cc1)C2 (centres undefined)
    -18, 4
43	CCCOc1ccc(CC(=O)NNC(=S)Nc2ccccc2)cc1Br
    12, 16
44	COc1cc(S(=O)(=O)N(Cc2ccccn2)Cc2ccccc2Cl)ccc1-n1cnnn1
    1, -8
45	CCOc1cccc(N2C(=O)CC(N3CCC(C(N)=O)(N4CCCCC4)CC3)C2=O)c1 (centres undefined)
    7, -4

# Reprinted from the part before: 6 compounds, followed by the next part.
# Second line of a record: RAD54 inh, esBAF inh
40	COc1ccc(Cl)cc1C(=O)Nc1nnn(C)n1
    1, -8
41	Cc1cc(C(=O)Nc2c(C)nn(Cc3ccccc3Cl)c2C)no1
    1, 1
42	CCCN1C2CCCC1CC(NC(=O)c1ccc(F)cc1)C2 (centres undefined)
    -18, 4
43	CCCOc1ccc(CC(=O)NNC(=S)Nc2ccccc2)cc1Br
    12, 16
44	COc1cc(S(=O)(=O)N(Cc2ccccn2)Cc2ccccc2Cl)ccc1-n1cnnn1
    1, -8
45	CCOc1cccc(N2C(=O)CC(N3CCC(C(N)=O)(N4CCCCC4)CC3)C2=O)c1 (centres undefined)
    7, -4
46	COc1cc(/C=N/Nc2nc3ccccc3o2)cc(OC)c1O
    11, 14
47	CC(C)NC(=O)Cn1nnc(-c2cccc(NC(=O)c3ccccc3F)c2)n1
    0, -44
48	O=C(CSc1nc2c(c(=O)[nH]1)CCC2)Nc1cccc(Cl)c1
    1, 0
49	Cc1cc(/C(=N/O)C(C)(C)NO)ccc1Cl
    3, -6
50	Cc1nc(-c2ccc(NC(=O)c3cccs3)cc2)cs1
    -8, -33
51	CC(=O)N1c2ccc(S(=O)(=O)N(C)CC(=O)NC3CCCCC3C)cc2CC1C (centres undefined)
    3, 0
52	CSc1c[n+]2c(n1C)CCC2
    -5, -4
53	O=C(O)CCc1ccc(-c2cccs2)n1CC1CCCO1 (centres undefined)
    -7, -4
54	COc1cccc2cc(-c3cn4cccc(C)c4n3)c(=O)oc12
    -3, 4
55	Cc1ccc(N2CCN(S(=O)(=O)c3ccc(F)c(C)c3)CC2)c(C)c1
    0, -4
56	CC1(C)Cc2nc(NCCCO)c(C#N)cc2CO1
    1, -9
57	CCCC(=O)Nc1cc(OC)c(OC)cc1C(=O)O
    -16, -8
58	CSc1snc(SCC(N)=O)c1C#N
    8, 0
59	O=C(CSc1ncnc2ccccc12)NCc1ccco1
    9, 3
60	COc1cccc(NC(=O)C(=O)N2CCOCC2)c1
    -5, 36
61	CCOC(=O)c1ccccc1NC(=O)CSc1nccn1C
    -3, -2
62	O=C(Cn1cnc2ccccc21)Nc1ccc(C(=O)O)cc1
    4, -4
63	Cc1onc(-c2c(Cl)cccc2Cl)c1C(=O)N1CCc2ccccc21
    4, 5
64	Cc1ccc(SCCNC(=O)c2ccc(C)c(S(=O)(=O)Nc3cccc(C)c3)c2)cc1
    3, -6
65	C/C(Cl)=C/CSc1nnc2n(N)c(=O)c3ccccc3n12
    3, 0
66	CS(=O)(=O)N1CCc2cc(S(=O)(=O)N3CCN(Cc4ccc5c(c4)OCO5)CC3)ccc21
    4, -8
67	CC(C)(C)C(=O)Cn1c(=N)n(Cc2ccccc2Cl)c2ccccc21
    0, 10
68	Cc1ccc(CC(=O)N2CCOCC2)cc1
    0, 0
69	COc1ccc(NC(=O)c2ccc(C)cc2Cl)c([N+](=O)[O-])c1
    -1, u
70	Cc1ccc(C(=O)Nc2ncc3c(n2)CC(c2ccco2)CC3=O)cc1 (centres undefined)
    -7, 14
71	CCc1cc2cc3c(cc2nc1SCC(=O)Nc1nccs1)OCO3
    -13, -1
72	COc1ccc(C(=O)NC2(C(F)(F)F)C(=O)Nc3c2c(=O)[nH]c(=O)n3CCc2ccc(OC)c(OC)c2)cc1 (centres undefined)
    -8, -2
73	CC(C)CNC(=O)c1cccc(NC(=O)C2CCCO2)c1 (centres undefined)
    -5, -4
74	O=C(Nc1ccccc1)c1ccc(N2CCN(c3ccccn3)CC2)c(S(=O)(=O)N2CCOCC2)c1
    10, 0
75	COC(=O)CN(c1ccccc1OC)S(=O)(=O)c1ccccc1
    9, -6
76	COCc1c(C(=O)OCC(=O)N2c3ccccc3CC2C)oc2ccccc12 (centres undefined)
    0, -1
77	CN(C)CCCOC(=O)c1ccccc1
    -8, 2
78	CCCCOC(=O)CSc1nc2c(cc1C#N)C(=O)CC(C)(C)C2
    -6, 9
79	O=C(O)Cn1c2ccccc2c2nc3ccccc3nc21
    14, 37
80	N#Cc1cc2c(=O)n3ccccc3nc2n(CCCn2ccnc2)c1=N
    26, 4
81	COc1ccc(NC(=O)c2ccco2)cc1NC(=O)c1cccnc1
    -19, 2
82	O=C1C2CCC(C(O)C2)N1Cc1ccccc1 (centres undefined)
    -25, -3
83	c1ccc(-c2cnc(-c3cccnc3)o2)cc1
    1, 19
84	O=C(NCCCN1CCc2ccccc2C1)Nc1ccc(Cl)cc1
    -3, 17
85	COc1ccc(Nc2oc(COc3cccc(C)c3)nc2C#N)cc1
    0, -11
86	CC(C(=O)N(C1CC1)C1(C(=O)Nc2ccccc2)CCCC1)N1C(=O)c2ccccc2C1=O (centres undefined)
    11, 7
87	O=C(CN1CCN(C(=O)c2ccccc2F)CC1)Nc1ccc(Br)cc1
    5, 3
88	CCOc1ccc(C(=O)NCC2CCCO2)cc1 (centres undefined)
    17, 30
89	O=C(CSc1nc(O)c(C2CCCCC2)c(=O)[nH]1)NCC1CCCO1 (centres undefined)
    5, 3
90	c1ccc(N2CCN(c3nc4ccccc4n4nnnc34)CC2)cc1
    -5, 12
91	CNc1nc(-c2ccccc2)nnc1C(F)(F)F
    -4, 4
92	Cc1cc(Nc2nc3c(c(=O)n(C)c(=O)n3C)n2C)n(-c2ccc(Cl)cc2)n1
    3, -4
93	CCOC(=O)CNc1c(-c2ccc(F)cc2)nc2cnccn12
    1, -4
94	O=C1c2cccc3c([N+](=O)[O-])ccc(c23)C(=O)N1c1nccs1
    -4, -17
95	CCOC(=O)c1c(N)sc2c(O)c(Br)ccc12
    4, 4
96	Cc1csc(NC(=O)Nc2ccc(Cl)cc2)n1
    1, 60*
97	Cn1c(SCC(=O)c2ccc3c(c2)OCO3)nnc1C1COc2ccccc2O1 (centres undefined)
    -6, 15
98	COc1ccc(-c2ccc3c(N)c(C(=O)c4ccc(OC)c(OC)c4)sc3n2)cc1
    -1, 11
99	CCc1ccc(N2CC(C(=O)Nc3nccs3)CC2=O)cc1 (centres undefined)
    4, 0
100	O=C1c2ccccc2C(=O)C1c1ccnc2ccccc12
    -7, -45
101	Cc1nn(-c2ccccc2)c2sc(C(=O)N(CC(=O)NC3CCCC3)Cc3ccco3)cc12
    -3, -5
102	COc1ccc(NC(=O)C2c3cc(OC)c(OC)cc3C(=O)N(C)C2c2cccnc2)cc1OC (centres undefined)
    1, -11
103	COc1ccc(OC)c(-c2nnc(SCC(=O)N3CCOCC3)o2)c1
    -2, -1
104	CCOP(=O)(c1ccccc1)C1(C#N)CCCC1 (centres undefined)
    3, 2
105	CNC(=O)CN1C(=O)C2C3C=CC(C3)C2C1=O (centres undefined)
    -5, -10

# Later entries
# Second line of a record: RAD54 inh, esBAF inh
106	COC(=O)COc1ccc(S(=O)(=O)NC2CCCCCC2)cc1
    -1, 1
107	COC(=O)Nc1ccc(S(=O)(=O)Nc2ccc(O)cc2)cc1
    15, -3
108	COC(=O)NCc1ccc(S(=O)(=O)N2CCOCC2)cc1
    -18, 5
109	O=[N+]([O-])c1cc(S(=O)(=O)Nc2cccc(C(F)(F)F)c2)ccc1-n1nnc2ccccc21
    11, 1
110	CSCC[C@H](NC(=O)Nc1cccc(C(F)(F)F)c1)C(=O)O
    -6, -5
111	O=C1OC(Oc2ccccc2)(c2ccccc2)c2ccccc21 (centres undefined)
    -8, -9
112	CCOC(=O)C1C2C=CC3(CN(Cc4cccs4)C(=O)C13)O2 (centres undefined)
    -3, -10
113	Cc1cc(Cl)ccc1Oc1cccc(C(=O)/C(C#N)=C/N(C)C)c1
    -1, -2
114	COc1cc(C(=O)NCCC2=CCCCC2)cc(OC)c1OC
    1, 10
115	CCOC(=O)NC(Nc1nnc(C)s1)(C(=O)OCC)C(F)(F)F (centres undefined)
    -1, -1
116	CCn1c(SCC(=O)Nc2nc(C)cs2)nnc1-c1cccnc1
    0, -1
117	Cc1cc(C)n2nc(C(=O)NCCc3ccccc3)nc2n1
    -1, 27
118	Cc1ccc(-c2nnc3n2N=C(c2ccccc2Br)CS3)cc1
    0, -11
119	CCCSc1nsc(SCCC)c1C(N)=O
    -7, 7
120	CCc1nc2ccccc2n1CCC(C)C
    -4, 2
121	CCNC(=S)NS(=O)(=O)c1ccc(CC)cc1
    -8, -2
122	CCc1ccc(/C=N/NC(=O)c2cc(-c3ccccc3OC)nc3ccccc23)s1
    2, -10
123	Cc1ccc(C(=O)COc2nc(C)cc(C)c2C#N)cc1
    -16, -12
124	Cc1ccc(NC(=O)CSc2nnc(C)n2-c2ccccc2)cc1
    -4, 12
125	CC1Cc2ccccc2N1C(=O)CSc1nnc(-c2ccccc2)c(-c2ccccc2)n1 (centres undefined)
    -7, -3
126	COc1ccc(C2(C(=O)N3CCOCC3)CCOCC2)cc1OC
    9, -3
127	O=C(CCn1c(=O)oc2ccccc21)N1CCN(c2ccccc2Cl)CC1
    -5, 4
128	Cc1cc(NC(=O)CC23CC4CC(C2)CC(CC(=O)Nc2cc(C)on2)(C4)C3)no1
    -11, -2
129	Cc1nn(Cc2c(F)c(F)c(F)c(F)c2F)c(C)c1NC(=O)c1nn(C)cc1[N+](=O)[O-]
    15, -2
130	Cc1ccc(NCCNc2ccc(C)cc2)cc1
    2, 26
